# USP2a block – USP2a (human) protease inhibition | USP2 core, Ub-CHOP2 coupled fluorogenic reporter, 485/531 | O75604 | Potency, µM (series often up to 38.3 µM), inactives show at the highest dose activity change, negative = inhibition, hits mostly inhibitors | AID 463254 | hit rate 0.01% among 330,000;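 further: potency means the concentration at half of the fitted maximal effect; plate controls were DMSO wells for no effect and full inhibition by NEM control for full effect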
#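 Cell-free coupled assay: 10nM USP2 core preincubated 30min RT with compound in Tris-HCl pH 8.0/CaCl2/CHAPS buffer, then 25nM Ub-CHOP2 and 25nM reporter substrate; fluorescence (Ex 485/Em 531) read after 60min RT, normalized to NEM inhibition, concentration-response curves fitted.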
# Eya2 inh – Eya2 (human) phosphatase inhibition. hit rate 0.006% among 330,000. recombinant Eya2, OMFP fluorescence dephosphorylation (OMFP is methylfluorescein phosphate). Potency, µM (titrated, usually from 76.9 µM), inactives show at the top dose activity, negative = inhibition, usual class: inhibitors. O00167; further: potency means the concentration at half of the fitted maximal effect; on the % scale 0 is the no-effect control and ±100 the full control effect
# Target sequence (O00167 whole entry, looked up): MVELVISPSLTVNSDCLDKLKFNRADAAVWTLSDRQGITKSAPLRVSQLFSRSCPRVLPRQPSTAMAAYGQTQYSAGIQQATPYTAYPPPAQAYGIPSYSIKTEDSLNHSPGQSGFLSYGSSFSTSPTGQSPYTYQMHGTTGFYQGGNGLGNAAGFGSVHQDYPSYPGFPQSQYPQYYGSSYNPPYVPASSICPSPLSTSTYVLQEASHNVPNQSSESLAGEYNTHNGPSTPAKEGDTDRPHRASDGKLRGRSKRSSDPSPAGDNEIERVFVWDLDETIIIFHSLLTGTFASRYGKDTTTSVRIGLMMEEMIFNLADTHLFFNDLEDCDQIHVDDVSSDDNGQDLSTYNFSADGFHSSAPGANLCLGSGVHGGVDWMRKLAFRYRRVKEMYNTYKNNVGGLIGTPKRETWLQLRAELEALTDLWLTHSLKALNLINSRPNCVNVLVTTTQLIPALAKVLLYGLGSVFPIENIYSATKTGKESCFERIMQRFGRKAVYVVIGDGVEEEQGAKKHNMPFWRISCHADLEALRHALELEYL
#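 Eya2 (0.2 uM) preincubated 10 min at ambient with compound, then OMFP substrate added at 50 uM; 10 min reaction in 50 mM HEPES pH 7.5, 50 mM NaCl, 5 uM MgCl2, 0.05% BSA, 1 mM DTT. Fluorescence read at Ex 485/Em 525 nm.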
# KCNH2 3.1 inh – inhibitors of human KCNH2 3.1 potassium channel isoform. hit rate 0.95% among 340,000. activity change, % (tested at about 1.8 µM). U2OS KCNH2 3.1, thallium flux FluxOr; stronger effect = lower value;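 active means maximum activity change below -70%; inconclusive means maximum activity change from -70% to -50%; inactive means maximum activity change above -50%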;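 further: thallium influx rate constant from kinetic fluorescence after stimulation buffer; on the % scale 0 is the no-effect control and ±100 the full control effect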
#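 Normalized rate constant (relative to positive and negative DMSO controls) derived from a 2 min kinetic fluorescence read after stimulation; U2OS cells expressing the 3.1 isoform via virus at 1.77 x 10^8 /mL.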
# TCR act – T cell receptor activation. primary human leukocytes, anti-CD3, IL-2 HTRF, 48 h. Potency, µM (doses to about 9.22 µM), for inactives: top-dose activation of IL-2 secretion, actives largely listed as activators. 330,000 tested, under 10 active. AID 504894; further: % of control where 0% means no effect
#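 IL-2 produced over 48 hr by a-CD3 bead-stimulated primary human leukocytes exposed to compounds was detected with a homogeneous time-resolved FRET immunoassay, 665nm acceptor signal after 320nm excitation.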
# TSHR antag – human thyrotropin receptor antagonism | TSHR-expressing cells, TSH-stimulated cAMP HTRF, 2 h; stronger effect = lower value | activity change, negative = inhibition, % at 11.5 µM | hit rate 0.2% among 330,000 | AID 504810;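 active means activity change below a set negative limit, meaning inhibition stronger than a set level, cut at about -70% in these data; inconclusive means activity change between two set negative limits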; further: on the % scale 0 is the no-effect control and ±100 the full control effect
#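 Antagonism was scored as loss of TSH-driven cAMP in TSHR cells, stimulated with 4nM TSH (EC80) for 2 hours at 37 deg C and detected by homogeneous HTRF competition immunoassay.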
# ELG1 repair inh – ELG1-dependent DNA repair inhibition. HEK293T ELG1-luciferase reporter, luminescence, 16 h; DNA damage induced by 5-fluorouridine. Potency, µM (top dose mostly 46.1 µM), inactives show at the highest dose activity change, negative = inhibition, most hits filed as inhibitors. hit rate 2.3% among 330,000. AID 504467; further: potency means the concentration at half of the fitted maximal effect; on the % scale 0 is the no-effect control and ±100 the full control effect; nearly all actives have a fitted effect of over 55% in size
#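 Quantitative HTS, concentration-response format. 2,000 cells/well co-treated with 5-fluorouridine and compound, 16 hr in 5% CO2 at 37 °C; ONE-Glo luminescence read after 30 min.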
# Mito fusion yeast – inhibitors of mitochondrial division or activators of mitochondrial fusion. AID 485298. Potency, µM (titrated, usually from 46.1 µM), inactives show at the top dose growth rescue (activation), actives largely listed as activators. hit rate 0.23% among 320,000. S. cerevisiae fusion-defective mutant growth rescue, CellTiterGlo 48 h;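 further: potency means the concentration at half of the fitted maximal effect; % of control where 0% means no effect; nearly all actives have a fitted effect of over 45% in size; temperature-sensitive fusion mutants such as fzo1-1 at 37 °C on non-fermentable ethanol glycerol medium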
#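 Luminescent cell viability in 1536-well qHTS format served as the measure of rescued growth in ts fusion-mutant S. cerevisiae cultured on non-fermentable YPEG for 48 hours at 37C.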
# AT treatment – candidate therapy for ataxia-telangiectasia; […] A-T fibroblasts, KAP-1 phosphorylation AlphaLISA; neocarzinostatin DNA damage 30 min before lysis; Potency, µM (doses to about 57.5 µM), for the others: at the highest dose activation, usual class: activators; hit rate 0.19% among 320,000; AID 485349; further: potency means the concentration at half of the fitted maximal effect; % of control where 0% means no effect; nearly all actives have a fitted effect of over 45% in size
#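 ATM-like activity read as KAP-1 phosphorylation via AlphaLISA donor/acceptor antibody pairs after lysis and 6 hr at 25C. Cells were ATM-null patient fibroblasts ([…], hTERT), dosed 60 min, then exposed to the DSB inducer NCS for 30 min.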
# TRPV1 ag – activates the human vanilloid receptor TRPV1. TRPV1-expressing cells, Fluo-8 calcium influx, agonist mode. activation, % at 8.33 µM. hit rate 0.19% among 320,000. AID 540275; in the data active means activation above about 80%; inconclusive means between about 30% and that limit; further: 0% is about no effect
#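 TRPV1-expressing cells were cultured overnight at 35.5C and loaded with Fluo-8 calcium dye for 40 to 90 min at room temperature. After a 10 s baseline, compound was added and calcium influx was read kinetically for 3 min (ex 480/em 520 nm).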
# hERG WT inh – KCNH2 (human, wildtype) channel inhibition | Q12809 | U2OS, BacMam KCNH2, thallium flux FluxOr; stronger effect = lower value | activity change, % at 1.84 µM | hit rate 0.37% among 340,000;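 active means maximum activity change below -70%; inconclusive means maximum activity change between -70% and -50%; inactive means maximum activity change above -50%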; further: on the % scale 0 is the no-effect control and ±100 the full control effect
#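 U2OS cells were transduced with wild-type KCNH2 virus (2.03 x 10^8 / mL) for 4 h at room temperature, then cultured overnight at 37 C. Thallium flux was read with FluxOr dye. Rate constants were normalized to DMSO controls.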
# * hit, by the source's call; i = inactive; ? = inconclusive; · = not tested or not shown; [ ] = dose if it differs, or a comment. Unless noted, the call rests on the fitted dose curve; in most records, active means well fitted curve in the direction sought with a large enough effect; inconclusive means small, poorly fitted or top-dose-only effect, or another doubt; inactive means no such curve, though single readings can be large; an effect the other way counts as inactive or inconclusive.
SMILES,USP2a block,Eya2 inh,KCNH2 3.1 inh,TCR act,TSHR antag,ELG1 repair inh,Mito fusion yeast,AT treatment,TRPV1 ag,hERG WT inh
CCOc1ccccc1OCCN1CCC(Cc2ccccc2)CC1,0%,3%,?,-1%[46.1 µM],9,-14%,-4%,-9%,2,5
O=C(/C=C/c1ccccc1Cl)Nc1ccc(Cl)cn1,0%,9%,4,-34%,18,?,-1%,0%,13,-5
COc1ccc(CCNC(=O)C(NC(=O)OCc2ccccc2)C(C)C)cc1OC (stereo not drawn),2%,-22%,-10,3%,-5,-3%,-2%,3%,0,2
O=C(COc1ccc2ccc(=O)oc2c1)Nc1ccc(CCO)cc1,4%,-4%,-2,-4%,-15,15%,15%,-1%,1,3
COc1ccccc1-c1cn(C(C)(C)C)nc1C,2%,-8%,2,-5%,-16,6%,-1%,1%,1,i
COc1ccccc1N1CCN(C(=O)CCc2ccc(S(=O)(=O)NC(C)C)cc2)CC1,0%,-6%,-6,4%,0,?,0%,-5%,-1,-4
O=C(N=C1SC2CS(=O)(=O)CC2N1CCc1ccc(F)cc1)C1CCCCC1 (stereo not drawn),-7%,7%,-8,4%,2,-1%,10%,-1%,?,-5
CC1CCC2(CC1)NC(=O)N(CC(=O)Nc1ccc3[nH]c(=O)[nH]c3c1)C2=O (stereo not drawn),-1%,-11%,-1,-2%,13,3%,3%,8%,1,3
O=C(CCN1CCOCC1)NNC(=S)NC(=O)c1ccccc1,0%,-4%,-13,0%,4,?,-7%,6%,-1,-24
CN1C(=O)/C(=C2\SC(=S)N(CC3CCCO3)C2=O)c2ccccc21 (stereo not drawn),4%,-6%,·,·,-13,-3%,-2%,1%,1,·
COc1ccc(OCCCC(=O)NNC(=O)CCN2CCN(c3ccccc3)CC2)cc1,0%,19%,-2,-6%,11,-10%,0%,0%,5,-1
CSc1ccc(C(=O)N2CCC(CCC(=O)NCc3ccc(F)cc3)CC2)cc1,-1%,-14%,-10,-4%,-7,?,0%,-3%,6,12
CC(=O)Oc1ccc(Cl)cc1/C=C/c1cc(OC(C)=O)c2ccccc2n1,-4%,-2%,·,2%[46.1 µM],-30,?,-10%,-7%,-3,·
CCCc1sc(C(=O)Nc2nnc(C3CC3)s2)cc1CC,1%,-13%,6,-3%,23,4%,2%,1%,3,0
COCCN(C(=O)c1snc(C(N)=O)c1N)C(C(=O)NC1CCCCC1)c1ccc(N(C)C)cc1 (stereo not drawn),1%,2%,9,1%,18,-12%,6%,4%,3,-4
Cc1cc(N2CCCC2)nc2ccc(NC(=S)NCCCN3CCC(C)CC3)cc12,9%,-6%,1,-6%,-5,-25%,-3%,0%,-3,-4
Cc1ccc(C(=O)C(NC(=O)c2ccco2)N2CCOCC2)cc1 (stereo not drawn),3%,7%,11,2%,2,?,0%,-3%,17,5
COc1cccc(C=Nc2ccc(C)c(F)c2)c1O,8%,-1%,-2,-4%[46.1 µM],6,-14%,-3%,5%,-1,3
Cc1c(C)n2c(SCC(=O)N3CCCC3)nnc2[nH]c1=O,0%,-32%,0,2%,5,-1%,-1%,10%,0,0
Cc1cc(=O)oc2c(CN3CCC(C)CC3)c(O)c(Cl)cc12,4%,4%,-18,2%,6,6%,-2%,10%,7,-1
O=C(COC(=O)C12CC3CC(CC(Cl)(C3)C1)C2)Nc1ccc2[nH]c(=O)[nH]c2c1,0%,-8%,-11,9%,-7,0%,2%,4%,?,-2
CCOc1cccc(Oc2ccc(C(F)(F)F)cn2)c1,2%,-6%,-3,1%,0,0%,-4%,-1%,-1,-1
Cc1nc2c(C(=O)NCCC3=CCCCC3)c[nH]n2c(=O)c1Cl,0%,-6%,13,·,-16,16%,-3%,-1%,1,-26
COc1ccccc1NC(=O)NCc1ccc(C)n1C,2%,6%,0,3%,5,23%,-2%,-9%,-4,-1
CN(c1ccccc1)S(=O)(=O)c1cccc(C(=O)N2CCCCCC2)c1,0%,-31%,5,-4%,-11,-4%,3%,-1%,4,3

# Ten entries from above, sorted by count of non-hydrogen atoms, smallest number first:
SMILES,USP2a block,Eya2 inh,KCNH2 3.1 inh,TCR act,TSHR antag,ELG1 repair inh,Mito fusion yeast,AT treatment,TRPV1 ag,hERG WT inh
CCOc1cccc(Oc2ccc(C(F)(F)F)cn2)c1,2%,-6%,-3,1%,0,0%,-4%,-1%,-1,-1
Cc1c(C)n2c(SCC(=O)N3CCCC3)nnc2[nH]c1=O,0%,-32%,0,2%,5,-1%,-1%,10%,0,0
Cc1cc(=O)oc2c(CN3CCC(C)CC3)c(O)c(Cl)cc12,4%,4%,-18,2%,6,6%,-2%,10%,7,-1
Cc1nc2c(C(=O)NCCC3=CCCCC3)c[nH]n2c(=O)c1Cl,0%,-6%,13,·,-16,16%,-3%,-1%,1,-26
CN(c1ccccc1)S(=O)(=O)c1cccc(C(=O)N2CCCCCC2)c1,0%,-31%,5,-4%,-11,-4%,3%,-1%,4,3
CC(=O)Oc1ccc(Cl)cc1/C=C/c1cc(OC(C)=O)c2ccccc2n1,-4%,-2%,·,2%[46.1 µM],-30,?,-10%,-7%,-3,·
O=C(N=C1SC2CS(=O)(=O)CC2N1CCc1ccc(F)cc1)C1CCCCC1 (stereo not drawn),-7%,7%,-8,4%,2,-1%,10%,-1%,?,-5
CSc1ccc(C(=O)N2CCC(CCC(=O)NCc3ccc(F)cc3)CC2)cc1,-1%,-14%,-10,-4%,-7,?,0%,-3%,6,12
COc1ccc(CCNC(=O)C(NC(=O)OCc2ccccc2)C(C)C)cc1OC (stereo not drawn),2%,-22%,-10,3%,-5,-3%,-2%,3%,0,2
COc1ccc(OCCCC(=O)NNC(=O)CCN2CCN(c3ccccc3)CC2)cc1,0%,19%,-2,-6%,11,-10%,0%,0%,5,-1

# Next compounds
SMILES,USP2a block,Eya2 inh,KCNH2 3.1 inh,TCR act,TSHR antag,ELG1 repair inh,Mito fusion yeast,AT treatment,TRPV1 ag,hERG WT inh
COc1cc(C(=O)Nc2ccc(C)cc2)c2ccccc2n1,3%,2%,-4,4%,4,22%,3%,-9%,?,-6
CC(C)c1nnc(NC(=O)CCc2ccccc2)s1,1%,5%,6,-2%,22,28%,-8%,30%,-4,0
CN1CC(=O)N(CC(=O)Nc2ccc(Br)cc2F)C1=O,2%,13%,-3,1%,-1,1%,-2%,-5%,-2,-2
CC1CCN(C(=O)c2ccc(NS(=O)(=O)c3ccccc3)cc2)CC1,1%,-1%,0,-3%,37,17%,-6%,-9%,3,6
Cc1ccc(S(=O)(=O)N2CCCC2C(=O)Nc2cc(C)on2)cc1 (stereo not drawn),3%,12%,-8,4%,4,-4%,-1%,4%,-2,1
COc1ccc(NC(=O)c2sc3nc(N4CCCC4)c4c(c3c2N)CC(C)(C)OC4)c(OC)c1,2%,11%,37,-3%,-3,0%,-1%,5%,-1,51
CCn1nc(NS(=O)(=O)c2ccc([N+](=O)[O-])cc2)c2cc3cccc(C)c3nc21,-5%,-3%,6,-1%,-28,2%,1%,0%,0,18
COc1ccccc1CN(Cc1nc2ccccc2c(=O)[nH]1)S(=O)(=O)c1ccc2ccccc2c1,-12%,-8%,-14,1%[46.1 µM],-24,3.7µM*,29%,-1%,-6,4
CCn1c(=O)cc(OCC(=O)Nc2ccccc2N2CCN(C)CC2)c2ccccc21,4%,1%,-3,-1%,4,?,-3%,-3%,3,12
O=C(COc1ccc(Br)cc1)N/N=C1/SCC(=O)N1Cc1ccco1,1%,10%,-2,7%,2,-1%,3%,2%,3,-3
CC1(C)CC(=O)C(C(C2=C(O)CC(C)(C)CC2=O)c2ccc([N+](=O)[O-])cc2)C(=O)C1 (stereo not drawn),3%,-4%,12,-3%[46.1 µM],-1,5%,-7%,-8%,-5,5
CC(C)=NOCC(=O)Nn1c(COc2c(C)cccc2C)nc2ccccc2c1=O,-3%,7%,2,0%,-1,2%,-10%,-1%,1,-6
Cc1ccc(CN2C(=O)C(=O)c3cc(C)ccc32)cc1,2%,4%,3,-22%,13,?,·,1%,·,5
CC(C)N1C(=O)CCC1C(=O)N1CCN(c2ccccn2)CC1 (stereo not drawn),1%,3%,11,7%,-1,5%,-2%,5%,-4,2
COc1ccc(OC)c(S(=O)(=O)N/N=C\c2c[nH]c3ccccc23)c1,-2%,9%,·,3%,-29,-3%,-4%,?,7,-10
COc1cc(C(c2c(C)[nH][nH]c2=O)c2c(C)[nH][nH]c2=O)ccc1OC(=O)c1cccc([N+](=O)[O-])c1,-9%,16%,23,3%,19,8%,-5%,-4%,0,4
CC(C)(C)c1ccc(C(=O)NCC(=O)NCc2ccccn2)cc1,1%,4%,5,7%,-30,?,0%,2%,-1,6

# Assay outcomes: PubChem, National Center for Advancing Translational Sciences (NCATS)

# These rows are one share of the data, so the mix of outcomes need not match the whole.
